Siah-1 displacement: Siah-1 peptide-binding antagonists, primary screen, biochemical, fluorescence polarization, rhodamine-plectin, uHTS (AID 1817). Siah-1 / rhodamine-plectin peptide fluorescence polarization; higher % means a stronger effect. hit rate 0.02% among 290,000. displacement, % at 20 µM, or IC50 in µM where a hit was titrated;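 active = displacement of at least 50% at 20 µM, with a fluorescence ratio check between 0.3 and a set limit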;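 note: plate controls were Siah plus tracer with DMSO for no effect and tracer alone without Siah for full effect; strong numbers were not always called active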
NOD2 inhibition: NOD2 signaling inhibitors, cell-based, luminescence, uHTS, HEK293 (AID 1566); HEK293 NOD2/NF-kB luciferase reporter, luminescence; higher % means a stronger effect; one-dose inhibition, % at 4 µM; EC50 in µM for titrated hits; hit rate 0.63% among 290,000; note: many of its hits are not listed in these tables
Myeloid diff MLP: myeloid differentiation induction. ER-HoxA9 myeloid progenitors, lysozyme-GFP differentiation, flow cytometry. hit rate 1% among 360,000. calls only at 10 µM;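 active = normalized GFP-positive differentiation at or above the plate's own cutoff, the solvent-only control mean plus 3 SD; inconclusive = no clear call, values can overlap the other calls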;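 note: cells exposed to compound for four days before flow analysis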
HIV peptide binding: cell-free HIV fusion peptide-binding blockers – biochemical, uHTS, fluorescence dequenching, primary screen (AID 1986). cell-free peptide binding, fluorescence dequenching, 30 min; higher % means a stronger effect. one-dose inhibition, % at 20 µM; IC50 in µM for titrated hits. hit rate 0.3% among 290,000; in the data active = inhibition mostly above about 52%, no sharp cut-off; inactive = mostly below about 76%; note: some results filed as inactive read as strong as hits
LYP inhibition: inhibitors of LYP phosphatase, biochemical, fluorescence intensity, uHTS (AID 1779). recombinant LYP phosphatase, fluorescence intensity; higher % means a stronger effect. inhibition, % at 11.5 µM; hits with a dose series show IC50 in µM. hit rate 0.054% among 290,000;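 note: plate controls were vehicle with enzyme for no effect and no enzyme for full effect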
Hep lipid drop: hepatic lipid droplet formation modulation. AML12 mouse hepatocytes, oleate lipid droplets, BODIPY imaging. hit rate 0.4% among 240,000. inhibition, % at 6.5 µM;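 active = lipid droplet intensity inhibited by at least 50%, with more than 500 cells counted; inconclusive = wells with under 300 cells, treated as cytotoxic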
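Assay system: AML12 hepatocytes (mouse); Probe or stimulus: oleic acid at 100 µM to induce lipid droplet formation; Dosing: compound at 6.5 µM only; Schedule: compound with oleate, overnight; Detection: fluorescence imaging, 20x objective, two fields per well; Measure: % inhibition of lipid droplet signal.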
AID2073: inhibitors of Mint1-CaV2.2 protein interaction, biochemical, HTRF (AID 2073); HTRF protein-protein interaction, Mint1-CaV2.2; higher % means a stronger effect; inhibition, % at 20 µM, or IC50 in µM where a hit was titrated; hit rate 0.19% among 290,000; in the data active = inhibition mostly above about 51%, no sharp cut-off; inconclusive = no clear call, values can overlap the other calls; inactive = mostly below about 53%; note: some results filed as inactive read as strong as hits
XIAP displacement: XIAP antagonists, biochemical, IAP family, fluorescence polarization (AID 1018) | XIAP BIR domain, fluorescence polarization peptide displacement; higher % means a stronger effect | displacement, % at 20 µM, or IC50 in µM where a hit was titrated | hit rate 0.007% among 200,000; in the data active = displacement above about 50%; note: a part of the inactive calls stands beside numbers as strong as those of hits
NS5 inhibitors: flavivirus cap methylation enzyme inhibition – biochemical, confirmation dose response, primary screen (AID 588689) | Dengue-2 NS5 methyltransferase capping enzyme assay, biochemical; higher % means a stronger effect | one-dose inhibition, % at 25 µM; IC50 in µM for titrated hits | hit rate 0.3% among 340,000; in the data active = a potency from the dose series; inconclusive = inhibition above about 29% without an active follow-up result
Hep lipid drop cells 6.5 µM: further read-out of Hep lipid drop, marked with its call; cell count; measured here: cell count, cytotoxicity flag;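 cells counted across two imaged fields per well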
NS5 inhibitors pilot replicate: also measured in NS5 inhibitors; calls as there; inhibition, %; measured here: pilot screen replicate inhibition
Myeloid diff MLP GFP+ MAC1+ %: second read-out of Myeloid diff MLP, no call of its own (marks repeat the call); GFP+ MAC1+ double positive, %; measured here: differentiation confirmed by MAC1 staining
Active calls of the source: *; i = inactive; u = inconclusive; x = not tested or not shown. Cut-off read from the data, not from the text of the source, unless noted: active = inhibition above about 50%; inactive = the rest.

SMILES | Siah-1 displacement | NOD2 inhibition | Myeloid diff MLP | Myeloid diff MLP GFP+ MAC1+ % | HIV peptide binding | LYP inhibition | Hep lipid drop | Hep lipid drop cells 6.5 µM | AID2073 | XIAP displacement | NS5 inhibitors | others
Cc1c(C#N)c2ncn(Cc3ccccn3)c(=O)c2n1-c1ccccc1 | 0% | 11% | i | 0.7 | -1.8% | -4% | x | x | 3% | -2.0% | 4%
CCCc1nnc(NC(=O)CCC(=O)NC2CC2)s1 | 1% | 2% | i | 2.1 | 0.9% | -15% | 5 | 731 | 6% | x | -3%
O=c1c2ccccc2nc2c3ccccc3c(NCc3cccnc3)nn12 | 5% | -10% | i | 0.9 | -1.8% | -4% | -1 | 685 | 32% | -8.4% | -2%
O=C(Nc1nnc(C2=COCCO2)o1)c1ccc(Cl)cc1 | 0% | -12% | i | 0.5 | 9.4% | 5% | -2 | 765 | 4% | -3.9% | -2%
CC(C)CCn1c(=O)c2ccccc2c2ccccc2c1=O | 1% | 24% | i | 0.6 | -2.0% | -6% | 4 | 792 | -1% | -4.8% | -10%
Cc1cc(OCCn2cc(/C(N)=N/O)c3ccccc32)ccc1Cl | -2% | -5% | i | 0.2 | -2.1% | 0% | x | x | 13% | -2.3% | -1%
Cc1nc(SCC(=O)N2CC(=O)Nc3ccccc32)c2c(C)c(C)sc2n1 | 1% | 24% | i | 2.9 | 1.6% | -11% | x | x | 17% | -12% | 1%
CC(C)(C)c1ccccc1OCCCCN1CCCC1 | 5% | 6% | i | 0.2 | -1.7% | -9% | 5 | 774 | -7% | -2.7% | -6%
Cc1noc(C)c1C(=O)N1CCCC(C(=O)c2cccc(C(F)(F)F)c2)C1 (configuration not stated) | 1% | -9% | i | 0.6 | 0.7% | -3% | -20 | 646 | -12% | -13% | 1%
CC(=O)c1cccc(NC(=O)CCn2c(=O)oc3ccccc32)c1 | 1% | -2% | x | x | -0.6% | -7% | -7 | 773 | 39% | x | -2%
COc1ccc(S(=O)(=O)N(C)CC(=O)N2CCCC2)cc1OC | -10% | 11% | i | 0.5 | -1.5% | -4% | -2 | 796 | 9% | x | 3% | NS5 inhibitors pilot replicate=4.0
COc1cc(C(=O)Nc2nccs2)ccc1OCc1c(C)noc1C | 2% | -1% | i | 6.8 | 8.3% | -7% | x | x | 2% | -1.8% | -1%
O=C(COc1ccc(Cl)cc1)N(Cc1cccs1)C1CCS(=O)(=O)C1 (configuration not stated) | 4% | 20% | i | 2.7 | 1.1% | -14% | -1 | 738 | 0% | x | -1%
Cc1ccc(OCC(=O)NC(=S)Nc2ccccn2)c(Br)c1 | 2% | -37% | i | 0.6 | 3.4% | -5% | -4 | 652 | 5% | x | 1%
Cc1cn(C)c(=O)n(C)c1=O | -1% | -18% | i | 1.1 | -0.5% | -6% | 11 | 775 | 6% | -1.8% | -10%
Cc1ccn2cc(-c3cc4ccccc4oc3=O)nc2c1 | -4% | x | i | 0.1 | 0.8% | 7% | 24 | 609 | 30% | -6.5% | 1%
CCOC(=O)c1ccc(N(C(=O)c2ccco2)C(C(=O)NC2CCCCC2)c2ccncc2)cc1 (configuration not stated) | 10% | 0% | i | 0.8 | 0.9% | -11% | -12 | 803 | -4% | x | -10%
COc1ccc(-c2nnc(SCC(=O)NCCc3ccc(S(N)(=O)=O)cc3)o2)cc1OC | 1% | 13% | i | 0.4 | 0.4% | -2% | 2 | 686 | 2% | x | -6%
O=C(c1ccc(Br)o1)N1CCN=C1SCc1cccnc1 | 4% | 4% | i | 1.8 | 2.6% | -4% | x | x | -1% | -3.9% | -7%
O=C(Nc1ccc([N+](=O)[O-])cc1)c1cccc(S(=O)(=O)Nc2cccnc2)c1 | 10% | -15% | i | 1.5 | 1.5% | -7% | -46 | 765 | -7% | x | 2%
CCOC(=O)c1sc(Nc2nc3c(OC)cccc3s2)cc1C | -10% | -19% | i | 0.9 | 0.6% | 5% | 6 | 692 | 22% | -0.5% | -2%
CCCCOc1ccc(C(=O)N/C(=C/C=C/c2ccccc2)C(=O)N2CCOCC2)cc1 | 7% | 0% | i | 1.0 | 0.0% | 10% | 5 | 633 | 14% | -1.4% | -10%
COCC(C)n1c(C)cc(C(=O)COC(=O)c2oc3ccccc3c2C)c1C (configuration not stated) | 4% | 6% | i | 0.3 | 3.0% | -2% | x | x | -2% | 0.1% | 4%
c1nc(NC2CCCC2)c2[nH]cnc2n1 | 3% | 17% | i | 2.6 | 1.2% | 4% | 7 | 561 | 10% | -7.2% | -3%
Cn1c(=O)n(C)c2cc([N+](=O)[O-])c(N3CCN(C(=O)c4ccccc4)CC3)cc21 | 0% | 11% | u | x | -2.9% | -7% | x | x | -4% | 1.0% | -1%
CCOC(=O)c1sc(NC(=O)CSc2ncccn2)c(C#N)c1C | -6% | 2% | i | 3.1 | -1.4% | -3% | -3 | 733 | -5% | -2.9% | -2%
Brc1ccc(Nc2nc3ccccc3n3nnnc23)cc1 | -8% | 1% | x | x | 13% | -2% | -17 | 732 | 27% | -6.9% | x
CCCN1CCN(CCCNC(=O)CN2C(=O)C(CC)Oc3ccccc32)CC1 (configuration not stated) | 7% | -3% | i | 0.5 | 1.0% | -8% | 1 | 763 | 3% | x | -4%
CC1Cc2ccccc2N1C(=O)CN1C(=O)NC(C)(CCc2ccccc2)C1=O (configuration not stated) | 3% | -11% | i | 0.7 | -1.3% | -2% | -2 | 675 | -6% | x | 1%
O=C(Cc1ccc(Cl)cc1)c1c[nH]c(C(=O)NCCCN2CCOCC2)c1 | -5% | 12% | i | 0.3 | -0.3% | -6% | 1 | 709 | -12% | -6.5% | -10%
CCOc1ccccc1C(=O)Nc1ccc2c(c1)C(=O)NC2=O | 7% | 12% | i | 0.5 | 0.7% | 1% | 9 | 806 | 8% | x | 0% | NS5 inhibitors pilot replicate=-1.2
CCOC(=O)C(NC(C)=O)C(=O)Nc1ccc(C)cc1C (configuration not stated) | 5% | -2% | i | 0.7 | 1.6% | -6% | -16 | 692 | 2% | -1.9% | -6%
CCOc1ccccc1N(CC(=O)NCC1CCCO1)C(=O)CNS(=O)(=O)c1ccccc1 (configuration not stated) | -3% | -16% | i | 0.7 | 1.2% | -10% | -2 | 699 | 6% | -2.6% | -7%
Cc1cc(C)c(S(=O)(=O)c2ccccc2)c(OC(=O)c2cc(F)c(F)cc2Cl)n1 | 2% | 6% | i | 0.6 | -1.2% | -1% | x | x | 9% | -2.6% | -2%
Cc1cccc(NC(=O)CCCc2ccccc2)c1C | 2% | -6% | i | 1.4 | 0.4% | -7% | -10 | 832 | 8% | x | -11%
C=CCN1C(=O)c2ccc(C(=O)NCCc3ccc(OC)c(OC)c3)cc2C1=O | 1% | -10% | i | 0.6 | 2.1% | -7% | -1 | 812 | -4% | x | -1%
O=C(CN1CCOCC1)Nc1nc(-c2ccccc2Cl)cs1 | 1% | 19% | i | 1.1 | -0.4% | -3% | x | x | 8% | x | -11%
CS(=O)(=O)N(CC(=O)NCC1CCCO1)c1ccc(F)c(Cl)c1 (configuration not stated) | 0% | -3% | i | 0.5 | 1.0% | -1% | 1 | 793 | 1% | -5.2% | 6%
CCN(CC)Cc1nc2c(c(=O)[nH]1)C(CC)(CC)Cc1ccccc1-2 | 11% | -8% | i | 0.6 | 1.3% | -3% | -3 | 830 | -1% | x | 2% | NS5 inhibitors pilot replicate=-2.1
Brc1ccc(/C=N/n2cnnc2)s1 | 5% | 6% | i | 0.5 | 1.0% | -3% | 9 | 748 | -10% | x | 6%
O=C1CCC(C(=O)N2CCCCO2)CN1Cc1ccc(Cl)cc1 (configuration not stated) | -2% | 8% | i | 0.7 | -1.9% | -8% | -1 | 830 | -1% | x | 0%
O=C(CC(NC(=O)c1ccccc1Cl)c1ccccc1)NC1=NCCS1 (configuration not stated) | 15% | 5% | i | 1.1 | 1.0% | -1% | -21 | 704 | 10% | -4.2% | -9%
COc1ccc2[nH]c(C(=O)Nc3ccc(F)cc3Br)cc2c1 | -2% | 16% | i | 0.3 | 2.1% | 8% | 2 | 712 | 18% | x | -2%
O=C1NC(c2ccc(Br)cc2)=N/C1=C/c1ccco1 | 51% | -96% | i | 0.7 | 82% | 10% | -6 | 555 | 62% | -1.8% | -15%
COc1ccc(NC(=O)Nc2nnc(CC(=O)NCc3ccccc3)s2)cc1 | 2% | 11% | i | 0.1 | 2.6% | -9% | -7 | 615 | 29% | -3.6% | -4%
N#CCSc1nc2ccccc2c(=O)n1CCCC(=O)NCC1CCCO1 (configuration not stated) | -2% | 5% | i | 0.6 | -1.6% | -8% | -9 | 642 | -7% | -7.1% | 1%
CC(=O)c1c(C)c2c(n1CCN(C)C)CCCC2 | 5% | -2% | i | 0.6 | -1.0% | 0% | x | x | 7% | -5.9% | -3%
Cc1onc(-c2c(F)cccc2Cl)c1C(=O)NNC(=O)C1CCN(Cc2ccccc2)CC1 | 4% | 8% | i | 0.5 | 0.3% | -4% | x | x | 7% | -2.7% | -2%

The closing four records of the section above are carried over, then new ones follow:
SMILES | Siah-1 displacement | NOD2 inhibition | Myeloid diff MLP | Myeloid diff MLP GFP+ MAC1+ % | HIV peptide binding | LYP inhibition | Hep lipid drop | Hep lipid drop cells 6.5 µM | AID2073 | XIAP displacement | NS5 inhibitors | others
COc1ccc(NC(=O)Nc2nnc(CC(=O)NCc3ccccc3)s2)cc1 | 2% | 11% | i | 0.1 | 2.6% | -9% | -7 | 615 | 29% | -3.6% | -4%
N#CCSc1nc2ccccc2c(=O)n1CCCC(=O)NCC1CCCO1 (configuration not stated) | -2% | 5% | i | 0.6 | -1.6% | -8% | -9 | 642 | -7% | -7.1% | 1%
CC(=O)c1c(C)c2c(n1CCN(C)C)CCCC2 | 5% | -2% | i | 0.6 | -1.0% | 0% | x | x | 7% | -5.9% | -3%
Cc1onc(-c2c(F)cccc2Cl)c1C(=O)NNC(=O)C1CCN(Cc2ccccc2)CC1 | 4% | 8% | i | 0.5 | 0.3% | -4% | x | x | 7% | -2.7% | -2%
CC1(C)C(c2cccs2)=[N+]([O-])C2(CCCCC2=O)N1O (configuration not stated) | -2% | 11% | i | 0.3 | -2.2% | -12% | -3 | 688 | 8% | -9.9% | -9%
Cc1cccc(N2N=C(C(=O)O)CCC2=O)c1 | 5% | -8% | i | 0.9 | 2.1% | -9% | 7 | 831 | 2% | x | -12%
CC(=O)Nc1ccc(S(=O)(=O)N(C)CC(=O)N/N=C/c2ccncc2)cc1 | -8% | -4% | i | 1.4 | 0.1% | -6% | 7 | 809 | 2% | x | -6%
COCC(=O)Oc1c(S(=O)(=O)c2ccccc2)c(C)nn1C(C)(C)C | 0% | -19% | i | 0.7 | -0.2% | -6% | 4 | 823 | 8% | x | -5%
CNC(=O)N(c1ccccc1)c1ccccc1 | -2% | -50% | i | 0.8 | 32% | -6% | x | x | -10% | -12% | -2%

Screening data from PubChem.

These rows are one share of the data; count on the stated rates, not on these rows.
